Screens deposited in PubChem by several laboratories.
HT1080 viability: HT1080 cell viability loss – fluorescence readout (AID 620); HT1080 viability, fluorescence; higher % means a stronger effect; cytotoxicity, % at 10 µM; hits with a dose series show EC50 in µM; 87,000 tested, 0.42% active;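 further: cells exposed to compound overnight then 4 h with Alamar Blue; 0% = vehicle DMSO and 100% = killing control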
DPM-DC inhibit: blocks S. pneumoniae diphosphomevalonate decarboxylase; calls only at 10 µM; purified DPM-DC, PK/LDH coupled NADH fluorescence; 65,000 tested, 0.49% active; AID 556;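 active means the 320 compounds with the highest percent inhibition in the single-dose primary screen, excluding strongly autofluorescent ones, cut at about 32% in these data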;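 further: kinetic rate of NADH fluorescence loss reporting ADP formed by the decarboxylase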
MK inhibit: inhibitors of Streptococcus pneumoniae mevalonate kinase; purified MK, PK/LDH-coupled NADH absorbance 340 nm; inhibition, % at 10 µM; 65,000 tested, 0.48% active; AID 555;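 active means ranked among the strongest by inhibition in the single 10 µM screen, a fixed top-ranked set picked for dose follow-up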; further: no value below 0 was filed
Spn PMK inh: blocks S. pneumoniae phosphomevalonate kinase; purified PMK, PK/LDH-coupled NADH absorbance 340 nm; inhibition, % at 10 µM; AID 539; 65,000 tested, 0.49% active;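 active means top-ranked compounds by inhibition in the single 10 µM screen, taking a fixed number of the strongest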;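 further: 0% = full reaction with DMSO carrier and 100% = background rate without enzyme reaction; no value below 0 was filed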
HPDE-C7 viability: cytotoxicity in HPDE-C7 cells, cell-based, fluorescence, HTS (AID 430); one-dose cytotoxicity, % at 10 µM; EC50 in µM for titrated hits; HPDE-C7 pancreatic duct cells viability, fluorescence; higher % means a stronger effect; 63,000 tested, 1.8% active;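 further: cells exposed to compound for 48 hours before viability readout; 0% = vehicle and 100% = reference cytotoxic drug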
LYP inhibition: inhibition of human PTPN22 tyrosine phosphatase – biochemical, DiFMUP fluorescence, recombinant catalytic domain, 10 µM, primary screen (AID 606) | 52,000 tested, under 10 active | recombinant LYP catalytic domain, DiFMUP fluorescence; higher % means a stronger effect | inhibition, % at 10 µM; hits with a dose series show IC50 in µM;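 active means IC50 under 40 µM in the dose-response test; inactive means IC50 of 40 µM or more, or never dose-tested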
TNAP inhibition: human TNAP enzyme inhibitors, biochemical, luminescent (AID 518) | purified TNAP enzyme, luminescent substrate readout; higher % means a stronger effect | inhibition, % at 20 µM; hits with a dose series show IC50 in µM | 64,000 tested, 0.09% active; in the data active means a potency from the dose series; inactive means the rest, 99 in 100 with inhibition below about 22%;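 further: plate controls were vehicle for no effect and reference inhibitor for full effect; many of its hits are not listed in these tables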
HPDE-C7K KRASV12: cytotoxicity in KRAS-transformed pancreatic duct cells, primary screen, cell-based, fluorescence, HTS (AID 431). HPDE-C7K KRASV12 cells, Alamar Blue viability, 48 h; higher % means a stronger effect. cytotoxicity, % at 10 µM, or EC50 in µM where a hit was titrated. 63,000 tested, 1.7% active;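 active means compounds whose percent cytotoxicity in the single-dose primary screen, scaled between solvent and toxic-drug controls, exceeds 50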;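 further: 0% = DMSO solvent wells and 100% = doxorubicin-treated wells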
Bfl-1 displacement: Bfl-1 inhibitors, primary screen, biochemical, fluorescence polarization, FITC-Bid, mouse (AID 432); displacement, % at 20 µM, or IC50 in µM where a hit was titrated; FITC-Bid BH3 peptide fluorescence polarization displacement; higher % means a stronger effect; 64,000 tested, 0.02% active; in the data active means a potency from the dose series; inactive means the rest, 99 in 100 with displacement below about 15%; further: strong numbers were not always called active
Spn PMK inh pilot replicates: recorded beside Spn PMK inh, whose call it bears; inhibition, %; measured here: pilot screen replicates
MK inhibit pilot replicates: recorded beside MK inhibit, whose call it bears; inhibition, %; measured here: pilot screen replicates
DPM-DC inhibit pilot screen %: second read-out of DPM-DC inhibit, no call of its own (marks repeat the call); inhibition, %; measured here: pilot screen trials
Numbers without * were called inactive; i = inactive; . = no result given. Unless noted, no stated cut-off is given here; in the data, active means cytotoxicity above about 50%; inactive means the rest. Random draw from the library, and some 3.3% of all compounds hit somewhere here.

SMILES	HT1080 viability	DPM-DC inhibit	MK inhibit	Spn PMK inh	HPDE-C7 viability	LYP inhibition	TNAP inhibition	HPDE-C7K KRASV12	Bfl-1 displacement	others
COc1cc(-c2nnc3sc(Cc4ccccc4)nn23)cc(OC)c1OC	6%	i	4	6	21%	12%	7%	34%	-10%
CNc1oc(C)nc1S(=O)(=O)c1ccccc1	-10%	i	7	8	9%	-13%	0%	0%	1%
O=C(c1cc(-c2cccc(O)c2)on1)N1CCCCC1	.	i	11	5	-8%	10%	11%	0%	-9%
CN(CCCNC(=O)c1cccc(N2CCCC2=O)c1)c1ccccc1	14%	i	0	13	-10%	1%	12%	-8%	-3%
COCCNC(C)C(=O)C12CC3CC(CC(C3)C1)C2 (stereo not drawn)	-5%	i	8	11	6%	11%	4%	3%	-6%
Cc1ccc(NCc2nnc(SCC(=O)N3CCc4ccccc43)n2C)cc1	-3%	i	0	16	-11%	4%	-8%	-8%	-5%
COc1ccc(C(c2nnnn2Cc2ccc(F)cc2)N2CCN(c3ccccc3)CC2)cc1 (stereo not drawn)	-6%	i	8	15	6%	8%	8%	6%	-3%
CCCC(=O)NC(C)c1nc2ccccc2n1CC (stereo not drawn)	2%	i	0	1	-14%	0%	-5%	-1%	-6%
Cc1ccnc(NC(=O)CSc2cc(=O)n(C)c3ccccc23)c1	-2%	i	3	10	.	11%	12%	.	-3%
CCOC(=O)c1ccc(N2CC(O)=C(c3nc4ccccc4c(=O)[nH]3)C2=N)cc1	-5%	.	4	1	38%	.	5%	51%*	-23%
COc1ccc(N2CC(C(=O)OCC(=O)c3cccc(OC)c3)CC2=O)cc1 (stereo not drawn)	-7%	i	9	13	11%	-1%	8%	-1%	-4%
COc1ccc(OC)c2sc(NC(=O)C3COc4ccccc4O3)nc12 (stereo not drawn)	5%	i	5	16	-11%	25%	1%	-7%	0%
Cc1ccc(SC(C)C(=O)N2CCCC2)cc1 (stereo not drawn)	3%	i	6	5	6%	-6%	14%	1%	2%
CCn1c(=O)cc(SCC(=O)NCCCN2CCN(c3ccc(F)cc3)CC2)c2ccccc21	-9%	i	0	5	-2%	-1%	5%	-5%	5%
Cc1cc(C(=O)CCC(=O)N2CCN(S(=O)(=O)c3cccs3)CC2)c(C)s1	-11%	i	0	0	0%	11%	10%	4%	0%
CCCOP(=O)(c1ccc(N(C)C)cc1)C(O)c1cc(OC)c(OC)c(OC)c1 (stereo not drawn)	-1%	i	5	0	16%	14%	-9%	20%	7%
Cc1ccc(C(CC(=O)N2CCOCC2)c2ccco2)cc1 (stereo not drawn)	0%	i	9	11	0%	2%	12%	-7%	1%
COCCNC(=O)NC(=O)COC(=O)C12CC3CC(CC(NC(C)=O)(C3)C1)C2	1%	i	1	16	-1%	-3%	12%	-8%	0%
CC(C)Oc1cc(O)c2c(=O)c(-c3ccc(O)cc3)coc2c1	-2%	i	3	2	48%	.	7%	20%	-8%
COc1cc(C2C(C#N)=C(N)Oc3cc(C)n(Cc4ccccn4)c(=O)c32)cc2c1OCO2 (stereo not drawn)	-16%	i	5	7	-11%	7%	14%	-16%	-2%
Nc1nnc(SCc2ccc(F)cc2Cl)s1	-3%	i	6	7	9%	16%	18%	-2%	-8%
CCCC(c1nnnn1CCOC)N1CCN(C(=O)c2ccco2)CC1 (stereo not drawn)	-1%	i	0	20	-16%	8%	-1%	-9%	-6%
O=c1c2cc3ccccc3n2cnn1Cc1ccccc1F	14%	i	7	8	32%	-5%	9%	26%	-2%	Spn PMK inh pilot replicates=0.0;MK inhibit pilot replicates=0.0;DPM-DC inhibit pilot screen %=0.0
Cc1ccc(NC(=O)c2ccc(F)c(S(=O)(=O)N3CCOCC3)c2)cc1F	-8%	i	0	9	5%	9%	14%	-9%	-1%
Cc1cccc(-c2c3c(=O)n(C)c(=O)n(C)c3cn2C(C)C)c1	3%	i	0	0	-7%	16%	8%	-5%	-7%

For convenience, four of the compounds above:
SMILES	HT1080 viability	DPM-DC inhibit	MK inhibit	Spn PMK inh	HPDE-C7 viability	LYP inhibition	TNAP inhibition	HPDE-C7K KRASV12	Bfl-1 displacement	others
COc1cc(-c2nnc3sc(Cc4ccccc4)nn23)cc(OC)c1OC	6%	i	4	6	21%	12%	7%	34%	-10%
CNc1oc(C)nc1S(=O)(=O)c1ccccc1	-10%	i	7	8	9%	-13%	0%	0%	1%
O=C(c1cc(-c2cccc(O)c2)on1)N1CCCCC1	.	i	11	5	-8%	10%	11%	0%	-9%
CN(CCCNC(=O)c1cccc(N2CCCC2=O)c1)c1ccccc1	14%	i	0	13	-10%	1%	12%	-8%	-3%

Structures from the list above with a halogen (five):
SMILES	HT1080 viability	DPM-DC inhibit	MK inhibit	Spn PMK inh	HPDE-C7 viability	LYP inhibition	TNAP inhibition	HPDE-C7K KRASV12	Bfl-1 displacement	others
COc1ccc(C(c2nnnn2Cc2ccc(F)cc2)N2CCN(c3ccccc3)CC2)cc1 (stereo not drawn)	-6%	i	8	15	6%	8%	8%	6%	-3%
CCn1c(=O)cc(SCC(=O)NCCCN2CCN(c3ccc(F)cc3)CC2)c2ccccc21	-9%	i	0	5	-2%	-1%	5%	-5%	5%
Nc1nnc(SCc2ccc(F)cc2Cl)s1	-3%	i	6	7	9%	16%	18%	-2%	-8%
O=c1c2cc3ccccc3n2cnn1Cc1ccccc1F	14%	i	7	8	32%	-5%	9%	26%	-2%	Spn PMK inh pilot replicates=0.0;MK inhibit pilot replicates=0.0;DPM-DC inhibit pilot screen %=0.0
Cc1ccc(NC(=O)c2ccc(F)c(S(=O)(=O)N3CCOCC3)c2)cc1F	-8%	i	0	9	5%	9%	14%	-9%	-1%

(list continues)
SMILES	HT1080 viability	DPM-DC inhibit	MK inhibit	Spn PMK inh	HPDE-C7 viability	LYP inhibition	TNAP inhibition	HPDE-C7K KRASV12	Bfl-1 displacement	others
CC(NC(=O)CNC(=O)OCc1ccccc1)C(=O)N1CC(O)CC1C(=O)OCc1ccccc1 (stereo not drawn)	-1%	i	7	4	32%	12%	5%	18%	0%
CCOC(=O)N(C)c1ccc(C(O)(C(F)(F)F)C(F)(F)F)cc1	5%	i	6	0	-11%	3%	12%	-6%	6%	Spn PMK inh pilot replicates=0.5;MK inhibit pilot replicates=0.0;DPM-DC inhibit pilot screen %=0.0
O=C(CCNc1ccc(F)c(Cl)c1)c1ccco1	0%	i	2	0	6%	-4%	9%	15%	-5%
c1ccc(Cn2c(Nn3cnnc3)nc3ccccc32)cc1	1%	i	5	0	-13%	1%	4%	-9%	-6%
CCN1CCCC1CN(Cc1cc2cc(C)ccc2[nH]c1=O)C(=O)Nc1ccccc1OC (stereo not drawn)	-5%	i	6	6	4%	11%	7%	2%	-2%
Cn1c(=O)n(C)c2cc(S(=O)(=O)N3CCOCC3)ccc21	1%	i	1	7	4%	-2%	12%	-3%	-1%
O=C(Nc1ccccc1)c1cccc(N2CCCC2=O)c1	1%	i	12	14	-11%	4%	12%	-1%	-3%	Spn PMK inh pilot replicates=6.5;MK inhibit pilot replicates=3.0;DPM-DC inhibit pilot screen %=0.5
COc1cccc(OC)c1C(=O)N1CCOCC1	-12%	i	3	0	0%	2%	11%	5%	-2%	Spn PMK inh pilot replicates=3.5;MK inhibit pilot replicates=6.0;DPM-DC inhibit pilot screen %=0.0
COc1ccc(Cl)cc1N(C)C(=O)CCc1nc(-c2ccc(C)cc2)no1	5%	i	9	9	16%	11%	12%	21%	-10%
O=C(Nc1ccccc1C(F)(F)F)c1cc(S(=O)(=O)N2CCOCC2)ccc1F	36%	i	0	0	18%	-14%	9%	24%	3%	Spn PMK inh pilot replicates=6.5;MK inhibit pilot replicates=4.0;DPM-DC inhibit pilot screen %=1.5
CC(=O)OCC(=O)[C@H]1CC[C@H]2[C@@H]3CCC4=CC(=O)CC[C@]4(C)[C@H]3CC[C@]12C	-14%	i	6	2	-8%	20%	11%	8%	-7%	Spn PMK inh pilot replicates=0.5;MK inhibit pilot replicates=0.0;DPM-DC inhibit pilot screen %=0.0
CC(C)(C)c1ccc(-c2nnc3sc(-c4ccncc4)nn23)cc1	-7%	i	15	7	.	15%	.	.	.
Cc1cccc(NC(=O)C2CCN(S(=O)(=O)c3cccc4cccnc34)CC2)c1	-4%	i	9	13	-10%	0%	-15%	-1%	6%
Cc1noc(C)c1S(=O)(=O)N1CCCC(C(=O)Nc2cccnc2)C1 (stereo not drawn)	1%	i	5	12	-1%	.	1%	-3%	-1%
CC(=O)N1CCc2cc(Br)cc(S(=O)(=O)NCCN3CCCCC3C)c21 (stereo not drawn)	3%	i	6	11	6%	12%	16%	16%	1%
CCCC(=O)c1cc(F)c(N2CCOCC2)cc1C	7%	i	5	13	2%	.	11%	0%	-4%
Cc1c(C(=O)NCc2cccnc2)oc2ccccc12	-1%	i	12	3	-5%	.	14%	-13%	-3%
CCn1c(COc2cccc3ccccc23)nnc1SCC(N)=O	-4%	i	4	12	7%	2%	10%	-10%	-3%	Spn PMK inh pilot replicates=0.0;MK inhibit pilot replicates=5.0;DPM-DC inhibit pilot screen %=0.0
N#Cc1nc(COc2ccc(Cl)cc2)oc1NCc1ccc2c(c1)OCO2	6%	i	0	13	-16%	1%	4%	-19%	-7%
O=C(Nc1cccc2cccnc12)c1ccc(Br)o1	-2%	i	8	0	6%	8%	17%	4%	0%
CCc1nnc(NC(=O)c2cnccn2)s1	-4%	i	11	5	-18%	-3%	1%	-15%	-1%
COc1cc2c(C(=O)NCCCN3CC(C)CC(C)C3)cn(CC(C)C)c(=O)c2cc1OC (stereo not drawn)	7%	i	9	9	-18%	-2%	-5%	-14%	-34%
CCn1c(C)nc2c(=O)oc3ccccc3c21	4%	i	0	15	7%	.	9%	16%	-7%

Sorted by heavy-atom count (descending): 3 of the compounds above
SMILES	HT1080 viability	DPM-DC inhibit	MK inhibit	Spn PMK inh	HPDE-C7 viability	LYP inhibition	TNAP inhibition	HPDE-C7K KRASV12	Bfl-1 displacement	others
O=C(Nc1ccccc1)c1cccc(N2CCCC2=O)c1	1%	i	12	14	-11%	4%	12%	-1%	-3%	Spn PMK inh pilot replicates=6.5;MK inhibit pilot replicates=3.0;DPM-DC inhibit pilot screen %=0.5
CCCC(=O)c1cc(F)c(N2CCOCC2)cc1C	7%	i	5	13	2%	.	11%	0%	-4%
CCn1c(C)nc2c(=O)oc3ccccc3c21	4%	i	0	15	7%	.	9%	16%	-7%
